Bioassay records as filed in PubChem.
PKM2 act = qHTS Assay for Activators of Human Muscle isoform 2 Pyruvate Kinase; Pyruvate kinase PKM (Homo sapiens), P14618; purified PKM2, Kinase-Glo ATP luminescence, activation; response scale: 0% is enzyme alone, no compound; Potency, µM (highest dose often 57.5 µM), for inactives: at the highest dose activation, usual class: activators; hit rate 0.34% among 260,000; AID 1631, 2009; note: potency is the fitted concentration of half-maximal effect; % is set by controls: 0 for no effect and ±100 for the full control effect; nearly all actives have a fitted effect of over 55% in size
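hPK-M2, >95% pure; 0.1 mM ADP / 0.5 mM PEP final; imidazole pH7.2 buffer w/ 7 mM MgCl2, 50 mM KCl; 1 h RT; Kinase-Glo lum. Intermediate enzyme activity for dual inhibitor/activator qHTS.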
Giardia killer = Small Molecules that selectively kill Giardia lamblia: qHTS. Giardia lamblia trophozoite viability. activity change, % at 7.66 µM, hits read low. hit rate 0.15% among 340,000; in the data active = activity change below about -80%; inconclusive = between about -30% and that limit;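 note: parasites exposed to compound for two days anaerobically before the ATP read; % is set by controls: 0 for no effect and ±100 for the full control effect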
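Trophozoites 100 cells/well + cpd; 48 hrs, 37 deg C, anaerobic. ATPLite 1-Step added, 15-30 min RT, luminescence read (ATP-based viability).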
Chronic BCR inh = qHTS Assay to Find Inhibitors of Chronic Active B-Cell Receptor Signaling. AID 493014, 2011. Potency, µM (doses to about 46.1 µM), inactives show at the highest dose ratio change, negative = lower green/red ratio, most hits filed as inhibitors. hit rate 0.05% among 340,000. ABC-DLBCL IkBa-CBG/CBR reporter, luminescence ratio, 4 h; active = well fitted inhibition curve with a large enough effect in the signal ratio, with a control signal flat, not every such curve was filed as active; inconclusive = small, poorly fitted or top-dose-only effect, or effect the other way, or a change in a side signal; the % refers to the signal ratio;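 note: potency is the fitted concentration of half-maximal effect; plate controls were basal doxycycline-induced cells for no effect and cells given 10 µM MG132 for full effect; MG132 reads +100%, hits lower the ratio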
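Compounds up to 46 uM were incubated four hours with TMD8 cells whose green CBG68 luciferase is fused to IkappaBalpha; red CBR luminescence normalised the signal, and concentration-effect curves were fitted to fusion, red and ratio data.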
Menin MLL FP TR = qHTS Assay for Inhibitors Targeting the Menin-MLL Interaction in MLL Related Leukemias: Competition With Texas Red Labeled MLL-derived Mutant Peptide. O00255. Menin + Texas Red MLL mutant peptide, fluorescence polarization. Potency, µM (doses to about 61.6 µM), for the others: top-dose FP activity change, negative = inhibition, usual class: inhibitors. hit rate 0.23% among 270,000; active = well fitted inhibition curve with a large enough effect in the polarisation, with a control signal flat, not every such curve was filed as active; inconclusive = small, poorly fitted or top-dose-only effect, or effect the other way, or a change in a side signal; inactive = no such curve, though single readings can be large or run the other way; the % refers to the polarisation; note: potency is the fitted concentration of half-maximal effect; % of control where 0% means no effect; many of its hits are not listed in these tables
B2AR arrestin = qHTS assay of beta-arrestin-biased ligands of beta2-adrenergic receptor; Beta-2 adrenergic receptor (Homo sapiens), P07550; beta-arrestin recruitment to beta2AR, cell-based reporter; Potency, µM (series often up to 46.1 µM), inactives show at the top dose activation, usual class: activators; hit rate 0.02% among 330,000;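 note: potency is the fitted concentration of half-maximal effect; 0% = DMSO controls and full agonism = EC100 isoproterenol or metaproterenol; nearly all actives have a fitted effect of over 65% in size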
Target sequence (P07550 whole entry, looked up): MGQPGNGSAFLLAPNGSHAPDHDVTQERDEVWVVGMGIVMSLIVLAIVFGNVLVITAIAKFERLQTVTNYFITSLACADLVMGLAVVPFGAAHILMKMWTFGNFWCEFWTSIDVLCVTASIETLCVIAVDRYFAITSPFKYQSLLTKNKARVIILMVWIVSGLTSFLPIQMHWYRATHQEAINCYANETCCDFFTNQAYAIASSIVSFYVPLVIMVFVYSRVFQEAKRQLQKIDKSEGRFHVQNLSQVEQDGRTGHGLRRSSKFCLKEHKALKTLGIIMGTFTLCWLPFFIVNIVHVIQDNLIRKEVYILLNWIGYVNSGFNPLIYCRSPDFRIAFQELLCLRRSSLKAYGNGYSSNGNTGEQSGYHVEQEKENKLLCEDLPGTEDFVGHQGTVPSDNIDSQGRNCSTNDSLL
S-ASM inh = Inhibitors of Secretory Acid Sphingomyelinase (S-ASM): qHTS; Sphingomyelin phosphodiesterase (Homo sapiens), P17405; placental ASM, HMU-PC fluorogenic substrate, 60 min; Potency, µM (series often up to 57.5 µM), inactives show at the highest dose activity change, negative = inhibition, hits mostly inhibitors; hit rate 0.006% among 340,000; AID 504937, 2011; note: potency is the fitted concentration of half-maximal effect
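Human placenta-derived ASM enzyme was preincubated with compound for 10 minutes at room temperature, then given fluorogenic substrate HMU-PC0 (9 uM final) for 60 minutes at 37 °C; a pH 10 stop preceded fluorescence reading at Ex 386/Em 447 nm.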
PTAP TSG101 blk = qHTS Assay for Iinhibitors of HIV-1 Budding by Blocking the Interaction of PTAP/TSG101; Tumor susceptibility gene 101 protein (Homo sapiens), Q99816; Fluorescence polarization, FITC-PTAP peptide / Tsg101 binding; Potency, µM (top dose mostly 115 µM), inactives show at the top dose activity change, negative = inhibition, hits mostly inhibitors; 340,000 tested, under 10 active; AID 493005, 2010; active = well fitted inhibition curve with a large enough effect in the main read-out, with a control signal flat, not every such curve was filed as active; inconclusive = small, poorly fitted or top-dose-only effect, or effect the other way, or a change in a side signal; inactive = no such curve, though single readings can be large or run the other way; note: potency is the fitted concentration of half-maximal effect; % of control where 0% means no effect
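Fluorescence polarization binding of Tsg101 binding domain (10 uM final) to FITC-labeled PTAP peptide (50 nM final) in HEPES pH 7.5 buffer with NaCl, Tween 20, EDTA, TCEP. Compounds added before peptide; binding 20 min at RT.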
Tb PFK block = qHTS Assay to Find Inhibitors of T. brucei phosphofructokinase | T. brucei PFK, ADP-Glo luminescence | Potency, µM (top dose mostly 57.5 µM), without a hit: at the top dose activity, negative = inhibition, actives largely listed as inhibitors | hit rate 0.17% among 330,000;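 note: potency is the fitted concentration of half-maximal effect; 0% = uninhibited 1x PFK enzyme wells and -100% = no-enzyme wells; nearly all actives have a fitted effect of over 60% in size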
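Activity is normalized to no-enzyme wells (full inhibition) and 1.25 nM enzyme wells (no inhibition). Reaction: 0.5 mM F6P, 0.1 mM ATP, 45 min RT, ADP-Glo luminescence; concentration-response curves fitted and classed by quality.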
GALK inhibitor = qHTS Assay for Inhibitors of Human Galactokinase (GALK). Purified GALK, Kinase-Glo residual ATP luminescence. Potency, µM (doses to about 57.5 µM), for the others: at the top dose activity change, negative = inhibition, usual class: inhibitors. hit rate 0.007% among 270,000. AID 1868, 2009; note: potency is the fitted concentration of half-maximal effect; % is set by controls: 0 for no effect and ±100 for the full control effect
Target sequence (P51570 whole entry, looked up): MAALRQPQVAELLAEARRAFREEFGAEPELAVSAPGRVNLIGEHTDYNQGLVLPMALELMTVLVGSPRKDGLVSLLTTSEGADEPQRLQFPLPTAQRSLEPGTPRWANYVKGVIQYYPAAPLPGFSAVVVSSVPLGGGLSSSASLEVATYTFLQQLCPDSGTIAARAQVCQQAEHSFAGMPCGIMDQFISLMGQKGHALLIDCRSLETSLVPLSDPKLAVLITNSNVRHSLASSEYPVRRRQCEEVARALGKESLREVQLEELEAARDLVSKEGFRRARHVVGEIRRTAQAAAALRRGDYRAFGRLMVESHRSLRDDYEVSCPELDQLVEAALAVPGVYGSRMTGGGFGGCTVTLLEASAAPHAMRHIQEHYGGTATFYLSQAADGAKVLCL
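5 nM enzyme, 35 uM ATP, 100 uM galactose, 20 mM HEPES pH8.0, 5 mM MgCl2; 1 h RT; residual ATP by Kinase-Glo Plus luminescence, qHTS format.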
a7 integrin act = qHTS for Activators of Integrin-Mediated Alleviation for Muscular Dystrophy | alpha7betagal myoblasts, beta-gal FDG fluorescence, 48 h | AID 624291, 2012 | Potency, µM (highest dose often 38.3 µM), inactives show at the highest dose activation, hits mostly activators | hit rate 0.064% among 350,000;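 note: potency is the fitted concentration of half-maximal effect; 100% = response of the positive control SU9516; nearly all actives have a fitted effect of over 60% in size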
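Alpha7betagal+/- myoblasts (passage 13) were plated 16-24 hr, then exposed to compounds (1:260 dilution of DMSO stock) for 48 hours at 37C. After MPER lysis, β-galactosidase reporter activity was read as FDG fluorescence (ex 480/em 540) after 30 minutes.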
Coupling enz = qHTS Assay for Inhibitors of Fructose-1,6-bisphosphate Aldolase from Giardia Lamblia: Coupling assay counterscreen; coupling enzyme system counterscreen, AmpLite Red fluorescence; AID 2472, 2010; hit rate 0.67% among 290,000; activity change, negative = inhibition, % at 58.2 µM, hits read low; in the data active = activity change below about -30%; note: % is set by controls: 0 for no effect and ±100 for the full control effect
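Compounds tested against the coupling enzymes alone at 57.5 uM final; readout was AmpLite Red fluorescence (525/598 nm) after 20 min at RT.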
Numbers without * were called inactive; i = inactive; ? = inconclusive; . = no result given; [ ] = remark or other dose. Unless noted, calls come from the whole dose curve; as a rule, active = well fitted curve in the direction sought with a large enough effect; inconclusive = small, poorly fitted or top-dose-only effect, or another doubt; inactive = no such curve, though single readings can be large; an effect the other way counts as inactive or inconclusive. Only part of the results is shown; rates above refer to the full screens.

SMILES | PKM2 act | Giardia killer | Chronic BCR inh | Menin MLL FP TR | B2AR arrestin | S-ASM inh | PTAP TSG101 blk | Tb PFK block | GALK inhibitor | a7 integrin act | Coupling enz
CCOC(=O)NC(=O)c1cn(Nc2ccccc2C(F)(F)F)c(=O)[nH]c1=O | 6% | 11 | -6% | . | -0.9% | -1% | -4% | 3% | 1% | -1% | 2
Brc1ccc(OCCN2CCOCC2)cc1 | 0% | -2 | 2% | -3% | -0.8% | -3% | 1% | -6% | 5% | 0% | 1
COc1ccccc1C(=O)NNc1ncc(C)s1 | 2%[11.5 µM] | 36[activator] | -13% | -3% | -0.9% | 0% | -2% | 2% | -3% | 12% | -1
N#C/C(=C/c1cn(-c2ccccc2)nc1-c1cccc(OCc2ccccc2)c1)C(=O)NCCCn1ccnc1 | -2% | 1 | -9% | 0% | -0.2% | ? | 0% | 0% | 0% | -62%[inhibitor] | 0
CC(=O)C1=C(C)Nc2ncnn2C1c1ccc(C)cc1 (stereo unspecified) | . | 1 | ? | -7% | 0.0% | 43%[activator] | -1% | -4% | 0% | ? | 1
Clc1ccc(NC2=NCCCCC2)cc1 | 4% | 8 | 1% | -4% | 0.3% | 2% | -1% | 0% | 0% | 3% | 3
O=C(CSc1cn(CCNC(=O)c2ccccc2)c2ccccc12)NCc1ccco1 | -2% | -1 | ? | 9% | 0.3% | -2% | -2% | 1% | 3% | 9% | 1
C=CC[C@H](CC(=O)N(CCO)Cc1ccccc1)C(=O)N[C@H](COC(=O)[C@H](CC=C)CC(=O)OC(C)(C)C)Cc1c[nH]c2ccccc12 | . | 10 | ? | . | -1.0% | -8% | -2% | -1% | . | 0% | .
COc1cccc(C(=O)NCCS(=O)(=O)NC(C)CCc2ccccc2)c1 (stereo unspecified) | . | -11 | ? | . | 0.3% | 0% | 0% | 12% | . | 20% | .
Cc1ccnc(SCCn2c(N3CCCCC3)nc3c2c(=O)n(C)c(=O)n3C)n1 | 4% | 7 | ? | 4% | -0.9% | 2% | -1% | 2% | 3% | -13% | 0
NC(=O)NC(=O)C(Nc1ccc2c(c1)CCC2)c1ccccc1 (stereo unspecified) | -1% | -12 | 17% | 3% | 0.0% | 0% | -2% | -2% | -4% | 7% | -4
CCOC(=O)N1CCC(Nc2nc3ccccc3nc2NS(=O)(=O)c2ccc(Cl)cc2)CC1 | 1% | 12 | ? | ? | 0.0% | 6% | -10% | -8% | -3% | -25% | 12
O=C(CN1CCCCC1)N/N=C/c1ccc(Cl)cc1 | 0% | -14 | 4% | -2% | -0.4% | -1% | -4% | 0% | -4% | ? | 3
O=C(NNC(=O)c1cc2cc3ccccc3nc2s1)c1ccc(F)cc1 | -14% | -17 | 3% | 3.2µM* | 0.1% | -1% | -5% | ? | 4% | 21% | -2
Cc1ccc(C2c3c(oc4ccccc4c3=O)C(=O)N2c2nnc(C(C)C)s2)o1 (stereo unspecified) | 1% | -14 | ? | 2% | 0.0% | 0% | 9% | 2% | 2% | 16% | 2

Following part
SMILES | PKM2 act | Giardia killer | Chronic BCR inh | Menin MLL FP TR | B2AR arrestin | S-ASM inh | PTAP TSG101 blk | Tb PFK block | GALK inhibitor | a7 integrin act | Coupling enz
CCC(Sc1nc(C)cc(C)n1)C(=O)Nc1ccc(S(N)(=O)=O)cc1 (stereo unspecified) | -3% | -7 | 1% | . | -1.1% | -4% | -9% | 1% | -4% | 0% | 1
CCOC(=O)C1CCN(Cc2ccc(-c3ccccc3)cc2)CC1 | 3% | 9 | -4% | -6% | 0.1% | -1% | -2% | 0% | -3% | -19% | -1
Cc1cc(C(F)(F)F)nn1CC(=O)N1CCCC1 | -3% | 4 | 4% | 6% | -0.1% | 2% | 0% | 3% | 4% | 0% | 3
CCOc1cc(C(=O)N(CC)CC(=O)Nc2ccc3c(c2)OCCO3)ccc1OC | . | -14 | 7% | . | -0.1% | -3% | -4% | 0% | . | -9% | .
C=CCNc1oc(-c2ccco2)nc1S(=O)(=O)c1ccccc1 | 13% | -29 | 5% | -1% | 0.0% | 2% | -1% | -3% | -7% | 22% | 3
COc1cccc(NC(=O)CN(C)C(=O)c2ccc(NC3CC3)c([N+](=O)[O-])c2)c1 | . | -8 | -6% | . | 0.2% | -5% | -3% | 1% | . | 19% | .
Cc1ccc(C)c(OCCC(=O)OCC(=O)Nc2cc(S(=O)(=O)N3CCCCC3)ccc2C)c1 | . | 13 | -3% | . | 0.5% | -6% | 3% | -1% | . | -18% | .
O=C(COC(=O)c1ccccc1C(=O)N1CCN(c2ccc(F)cc2)CC1)NCc1ccccc1 | 4% | 12 | -3% | ? | 0.0% | -7% | -4% | 0% | -1% | -9% | 4
C=CCn1c(SCc2ccc(C#N)cc2)nnc1-c1cccc(OC)c1 | -4% | 6 | 3% | -1% | 0.3% | 1% | -8% | -2% | 1% | -18% | -3
CCCCC(NC(=O)c1ccc(Cl)cc1)C(=O)O (stereo unspecified) | -6% | 0 | 0% | 0% | -0.2% | 6% | -2% | 0% | 1% | 16% | 2
CCOP(=O)(OCC)c1nc(-c2cccc3ccccc23)oc1N1CCCCC1 | -2% | 9 | 1% | -19% | 4.1% | i | -1% | -2% | -1% | -9% | -2
O=c1cc(NCCc2ccccc2)c2ccccc2o1 | 11% | 7 | ? | 0% | -0.6% | 2% | 0% | 4% | 11% | 3% | 1
CCCOc1ccc(CNC(=O)Cn2ncc3ccccc32)cc1 | -1% | 7 | ? | . | -0.3% | -2% | -2% | -2% | 0% | 24% | 1
O=C(Nc1cccnc1)C1CCC(CNS(=O)(=O)c2cccc3nsnc23)CC1 (stereo unspecified) | -4% | -3 | 0% | . | -1.0% | -6% | 0% | 1% | 0% | -12% | 2
CCC(CC)NC(=O)CSc1ccc(S(=O)(=O)N2CCCCC2)cn1 | . | -9 | -4% | . | -0.8% | 2% | -2% | 0% | . | -6% | .

(list continues)
SMILES | PKM2 act | Giardia killer | Chronic BCR inh | Menin MLL FP TR | B2AR arrestin | S-ASM inh | PTAP TSG101 blk | Tb PFK block | GALK inhibitor | a7 integrin act | Coupling enz
COc1ccc(S(=O)(=O)N2N=C(c3cccc(NS(C)(=O)=O)c3)CC2c2ccco2)cc1 (stereo unspecified) | . | -17 | -5% | . | 0.3% | -3% | 3% | 4% | 2% | -61%[inhibitor] | .
COC(=O)c1ccc(NC(=O)c2ccccc2N(C)S(C)(=O)=O)cc1 | -4% | -14 | 4% | -14% | -0.5% | 0% | 0% | 8% | -2% | -53%[inhibitor] | 1
COc1ccccc1Cn1c(=O)c2ccccc2n2c(SCC(=O)N3CCCCC3)nnc12 | 2% | 14 | 9% | 4% | 0.1% | -3% | 0% | 12% | 0% | 1% | 2
CCOC(=O)C1CCN(C(=O)c2c(-c3c(Cl)cccc3Cl)noc2C)CC1 | -8% | 1 | 6% | -5% | -0.2% | 3% | -1% | 1% | -4% | 14% | 0
COc1cccc(C(=O)OCC(=O)c2c[nH]c3ccccc23)c1OC | . | -6 | ? | . | 0.3% | 7% | -2% | 3% | . | 6% | .
CCCCN(CC)CCNC(=O)CN(C)S(=O)(=O)c1ccc2c(c1)c(=O)n(C)c(=O)n2C | -9% | -7 | 7% | 16% | 0.2% | -1% | 1% | 3% | 1% | 9% | -6

An excerpt of these results, with values under each structure.
The line under a structure holds: PKM2 act	Giardia killer	Chronic BCR inh	Menin MLL FP TR	B2AR arrestin	S-ASM inh	PTAP TSG101 blk	Tb PFK block	GALK inhibitor	a7 integrin act	Coupling enz
> COc1cccc(C(=O)OCC(=O)c2c[nH]c3ccccc23)c1OC
  .	-6	?	.	0.3%	7%	-2%	3%	.	6%	.
> COc1ccccc1Cn1c(=O)c2ccccc2n2c(SCC(=O)N3CCCCC3)nnc12
  2%	14	9%	4%	0.1%	-3%	0%	12%	0%	1%	2
